# TPT1 inhibitor: Candida albicans TPT1 enzyme inhibitors, primary screen, biochemical, fluorescence polarization. tRNA 2'-phosphotransferase TPT1 (Candida albicans SC5314). recombinant caTPT1, FP RNA substrate dephosphorylation. 300,000 tested, 0.81% active. AID 1962, 2009. inhibition, % at 5 µM;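 active means inhibition above the mean of all tested compounds plus 3 SD, set per screening campaign, cut at about 24% in these data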;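 further: plate controls were DMSO alone for no effect and ferristatin control at 100 nM for full effect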
# CTSL1 counter: Fasciola hepatica cathepsin L1 inhibitors, primary screen, counter-screen for PFM18AAP inhibitor project, biochemical, QFRET, fluorogenic peptide substrate; recombinant F. hepatica cathepsin L1, Z-Leu-Arg-MCA fluorescence; inhibition, % at 5.96 µM; 300,000 tested, 0.49% active; AID 1906, 2009;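 active means inhibition above the mean of all tested compounds plus 3 SD, set per screening campaign, cut at about 17% in these data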;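 further: 0% = plate median of test compound wells and 100% = 1 µM Z-Phe-Ala-diazomethylketone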
# PP5 primary: PP5 phosphatase inhibitors, primary screen, biochemical, fluorescence | inhibition, % at 6.7 µM | purified PP5c, OMFP substrate fluorescence | Serine/threonine-protein phosphatase 5 (Homo sapiens), P53041 | AID 1987, 2009 | 320,000 tested, 0.18% active;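 active means inhibition above the campaign's mean inhibition across all tested compounds plus 3 SD, cut at about 9.5% in these data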;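 further: 0% = DMSO only and 100% = 100 µM cantharidin control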
# Target sequence (P53041 whole entry, looked up): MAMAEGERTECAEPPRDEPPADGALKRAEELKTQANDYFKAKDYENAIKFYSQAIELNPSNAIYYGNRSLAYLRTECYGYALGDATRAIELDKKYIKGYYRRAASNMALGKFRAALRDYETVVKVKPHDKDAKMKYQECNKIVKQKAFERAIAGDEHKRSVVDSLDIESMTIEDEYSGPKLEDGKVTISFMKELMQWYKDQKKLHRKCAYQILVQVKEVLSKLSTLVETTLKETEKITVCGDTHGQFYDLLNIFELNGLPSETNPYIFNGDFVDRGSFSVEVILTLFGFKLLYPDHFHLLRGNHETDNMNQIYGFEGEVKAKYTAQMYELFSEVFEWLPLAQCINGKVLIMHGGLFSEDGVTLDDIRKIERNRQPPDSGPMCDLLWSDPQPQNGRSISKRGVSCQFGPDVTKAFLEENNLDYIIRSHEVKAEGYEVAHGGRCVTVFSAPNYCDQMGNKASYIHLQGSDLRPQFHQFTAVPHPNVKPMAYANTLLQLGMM
# procasp7 counter: procaspase-7 activators, primary screen, counter-screen for procaspase-3 activator project, biochemical, absorbance, HTS, human; recombinant procaspase-7, Ac-DEVD-pNA absorbance 405 nm; D23A/D198A/D206A triple mutant, cannot self-cleave; scale: DMSO 0, 5 µM enzyme 100; activation, % at 8.5 µM; 330,000 tested, 0.093% active; AID 463210, 2010;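 active means percent activation above the screen-wide mean plus 3 SD, cut at about 25% in these data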
# Target sequence (P55210 whole entry D23A/D198A/D206A): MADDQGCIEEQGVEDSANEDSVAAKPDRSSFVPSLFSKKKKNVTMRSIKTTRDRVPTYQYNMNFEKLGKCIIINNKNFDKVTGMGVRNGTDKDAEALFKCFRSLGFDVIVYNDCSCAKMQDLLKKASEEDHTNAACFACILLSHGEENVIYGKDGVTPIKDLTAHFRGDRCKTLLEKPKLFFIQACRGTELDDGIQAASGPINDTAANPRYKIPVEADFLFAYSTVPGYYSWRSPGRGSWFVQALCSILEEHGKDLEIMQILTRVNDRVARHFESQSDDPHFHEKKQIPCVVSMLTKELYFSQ
#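 Replicates: singlicate. Assay system: Procaspase-7 triple mutant (PC-7 D3A). Signal: 405 nm absorbance of p-nitroaniline. Times: 1 h preincubation, 2 h reaction. Buffer or medium: Zinc-free HEPES pH 7.4 with 300 mM NaCl, 0.01% Triton X-100. Also added: DEVD-pNA substrate. Benchmarks: DMSO wells as 0%, DMSO with 5 µM added PC-7 as 100%.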
# PP1 counter: PP1-alpha phosphatase inhibitors, primary screen, counter-screen for PP5 inhibitor project, biochemical, fluorescence, OMFP substrate, single point. Serine/threonine-protein phosphatase PP1-alpha catalytic subunit (Homo sapiens), P62136. purified PP1alpha. inhibition, % at 6.7 µM. 320,000 tested, 0.9% active;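 active means inhibition above the mean inhibition of all tested compounds plus 3 SD, computed separately for each screening campaign, cut at about 15% in these data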
# Efflux pump inh: inhibitors of Candida efflux pumps in yeast, primary screen, S. cerevisiae, Nile Red, multiplex | S. cerevisiae Candida pump triplex | inhibition, % at 10 µM | 330,000 tested, 0.44% active;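 active means plate passing quality check with inhibition over a set limit, or well fluorescence over plate mean plus 4 SD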;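 further: Nile Red retained in pooled yeast measured as flow cytometry median fluorescence; 0% = buffer negative control and 100% = Enniatin B positive control; higher means more Nile Red kept so more efflux inhibition; some compounds called inactive have numbers as strong as hits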
# procasp3 activ: activators of human procaspase-3 D3A mutant, primary screen, biochemical, absorbance, PC-3 D3A mutant, single concentration | Caspase-3 (Homo sapiens), P42574 | recombinant procaspase-3 D3A, Ac-DEVD-pNA absorbance 405 nm | activation, % at 8.5 µM | 330,000 tested, 0.11% active | AID 463141, 2010;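 active means activation above the mean of all tested compounds plus 3 SD, cut at about 21% in these data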;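 further: 0% = DMSO alone and 100% = DMSO wells spiked with extra 5 µM PC-3 D3A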
# Target sequence (P42574 whole entry D9A/D28A/D175A): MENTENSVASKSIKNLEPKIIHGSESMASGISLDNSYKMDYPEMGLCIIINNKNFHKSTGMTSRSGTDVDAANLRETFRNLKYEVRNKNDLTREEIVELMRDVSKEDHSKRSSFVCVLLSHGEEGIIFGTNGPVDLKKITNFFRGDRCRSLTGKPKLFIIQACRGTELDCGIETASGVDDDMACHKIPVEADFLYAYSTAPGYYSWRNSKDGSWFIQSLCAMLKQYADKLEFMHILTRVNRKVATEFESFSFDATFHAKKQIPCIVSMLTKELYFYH
#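 Test system: Procaspase-3 D3A mutant; medium: Zinc-free HEPES/NaCl buffer with 0.01% Triton X-100 at pH 7.4; reagent: DEVD-pNA substrate; doses: one concentration, 8.5 µM nominal, 0.8% DMSO; times: 1 h preincubation plus 2 h reaction at 25 °C; signal: Epi-absorbance at 405 nm of released p-nitroaniline, 0 and 120 min; replicates: singlicate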
# JMJD2C inh: inhibitors of GASC-1 histone demethylase, primary screen, biochemical, fluorescence, DELFIA europium; Lysine-specific demethylase 4C (Homo sapiens), Q9H3R0; 330,000 tested, 0.069% active; inhibition, % at 2.35 µM; GST-JMJD2C(1-420) H3K9me3 demethylation;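 active means more than half of a compound's replicate wells show inhibition beyond 50%, single wells judged on their own value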;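 further: signal counts dimethyl H3K9 product captured on neutravidin plate; 0% = median of DMSO wells and 100% = 0.3 times that DMSO median; strong numbers were not always called active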
# HCV core dimer: inhibitors of HCV core protein dimerization, primary screen, biochemical, TR-FRET, high-throughput | TR-FRET GST/Flag-core106 dimerization, 1536-well | AID 1899, 2009 | inhibition, % at 5 µM | 300,000 tested, 0.33% active;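 active means inhibition above the mean of all tested compounds plus 3 SD, set per screening campaign, cut at about 45% in these data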
#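 Assay system: tagged HCV core106 pair (GST and Flag); medium: KF-containing HEPES buffer, pH 7.45, DTT, CHAPS, BSA; also added: Eu donor and XL665 acceptor anti-tag antibodies; dosing: 5 µM single dose; timing: compound-protein-antibody incubation 4 h at 22.5 °C; signal: TR-FRET 671 and 617 nm emission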
# * hit, by the source's call; / = no result given.
SMILES,TPT1 inhibitor,CTSL1 counter,PP5 primary,procasp7 counter,PP1 counter,Efflux pump inh,procasp3 activ,JMJD2C inh,HCV core dimer
Cc1nn(C)c(Cl)c1CN1CCN(C2CCCC2)C(CCO)C1 (stereo unspecified),0.1,3.2,-1.3,2.1,-7.5,0.0,0.2,7.3,-1.7
Cc1cccn2c(CN3CCCC(c4ccccc4)C3)c(C(=O)N3CCOCC3)nc12 (stereo unspecified),2.5,1.5,4.2,-2.6,-0.4,0.1,10.6,8.4,1.5
O=C(c1cc2ccccc2oc1=O)N1CCN(C(=O)C2CCCO2)CC1 (stereo unspecified),0.7,0.3,-1.8,8.6,2.0,-0.1,4.0,-11.8,3.7
O=C(CNC(=O)c1ccncc1)N/N=C/c1cccc([N+](=O)[O-])c1,13.9,3.7,2.9,-3.7,0.2,0.3,-5.8,-2.1,1.4
CCOC(=O)N1CCN(Cc2cc(=O)oc3ccc4ccccc4c23)CC1,-4.6,3.2,0.0,-6.0,1.9,-0.1,-1.4,15.4,11.9
O=C(Nc1cccc(Cl)c1)c1nc[nH]c1C(=O)NCc1ccccc1,/,/,0.5,-11.3,-3.5,-0.3,0.2,-0.1,/
CCOC(=O)C1CCCN(C(=O)C2c3ccccc3Oc3ccccc32)C1 (stereo unspecified),-92.5,9.9,-4.6,-5.3,2.6,0.0,-9.4,-2.9,2.4
O=c1oc(-c2ccccc2)nc2c1cnn2-c1ccccc1,8.0,-2.7,0.1,6.0,-1.7,0.0,0.4,-14.9,8.4
Cc1c(C)n(C(=O)CSc2ncn[nH]2)c2ccccc12,-1.4,-1.3,1.8,12.3,-1.2,-0.2,-5.0,25.2,-3.5
O=C(c1ccccc1)C1CCN(C(=O)c2ccc(Cl)cc2)CC1,-1.8,0.8,1.5,3.3,6.6,-0.1,-5.7,9.7,-7.2
O=c1c(Cc2ccccc2)c(O)ccn1C1CCCCCCC1,0.8,1.1,-0.6,12.4,-2.2,-0.1,0.4,4.0,2.4
O=C(/C=C/Nc1ccccc1)C(F)(F)F,4.2,-7.4,-0.9,3.7,-2.0,0.2,-12.8,12.4,4.3
O=C(c1ccc(S(=O)(=O)NCC2CCCO2)cc1)N1CCc2ccccc21 (stereo unspecified),0.5,0.1,-0.2,2.6,1.5,0.1,4.3,-1.5,0.9
COc1ccc(Nc2ncnc3ccc([N+](=O)[O-])cc23)c(OC)c1,-2.5,2.5,1.2,-0.8,0.2,0.0,6.3,-5.6,-0.6
COC(=O)C1=NNC2C(=O)N(c3ccc(C)cc3)C(=O)C12 (stereo unspecified),-1.7,-4.2,-0.2,12.6,-3.0,-0.1,3.5,0.5,-0.9
CCOc1cc(Br)c(C(=O)O)cc1OCC,-4.5,-0.1,0.3,0.0,-3.0,0.0,-5.5,-0.5,0.8
COC(=O)C1CCN(Cc2cn(-c3ccccc3)nc2-c2ccc3c(c2)OCO3)CC1,-4.2,-0.7,1.6,2.4,1.4,0.2,3.6,-1.7,1.5
COc1ccccc1C(=O)Nc1ccnn1C1CCN(C(=O)c2ccoc2C)CC1,-4.3,-1.1,1.4,-2.0,-0.9,0.1,-5.2,-6.7,-2.5
NC(=O)c1ccc(-n2c(CCC(=O)O)ccc2-c2cccs2)cc1,0.1,2.1,-1.5,-27.1,-2.5,-0.1,-18.8,9.5,2.2
Cc1ccccc1CNC(=O)CCC(=O)N1Cc2ccccc2Oc2ncccc21,-0.3,-2.3,0.4,5.5,0.2,0.1,-2.0,5.7,5.9
COc1ccc(C(CNC(=O)COc2ccccc2C)N2CCOCC2)cc1 (stereo unspecified),-3.1,-0.9,-0.7,7.3,-3.6,-0.1,10.4,-26.0,-2.5
CN(c1ccccc1C(=O)Nc1ccc2c(c1)OCCO2)S(C)(=O)=O,1.6,-0.4,1.4,0.1,2.0,0.0,2.9,-4.4,-0.8
O=C(C1CCCO1)N1CCN(C(c2ccccc2)c2ccccc2)CC1 (stereo unspecified),3.0,-1.4,1.3,-4.0,1.1,0.1,10.9,-4.0,7.4
CC[n+]1ccccc1/C=C/Nc1ccccc1,-0.6,4.1,0.3,-7.0,-3.0,-0.1,-5.8,12.3,-1.1
C=CCNCCOCCOc1ccc(Cl)cc1C(C)(C)C,-4.7,4.7,4.8,-5.2,1.9,0.3,-8.3,0.9,-21.6
CN1CCC(N(C)C(=O)NC2CCCCC2)CC1,-1.1,6.5,-5.0,5.0,-4.9,0.1,-0.7,8.7,0.9
Cc1c(/N=C(\[O-])Nc2ccc(Br)cc2)sn[n+]1C,-2.1,-3.9,3.4,-0.8,-2.1,0.0,-4.7,11.0,0.1
CCn1cc(S(=O)(=O)CC(=O)NC2CCCCC2)c2ccccc21,0.9,1.0,1.2,-6.7,1.6,0.0,6.5,7.6,-1.4
COC(=O)c1cc2c(-c3ccccc3)c(C)c3ccccn3c-2c1C(=O)OC,-45.6,2.6,1.9,10.0,4.2,-0.1,-1.4,-1.4,32.3
CNC(=S)N(Cc1ccc2c(c1)OCO2)C1CC(=O)N(c2ccc(F)cc2)C1=O (stereo unspecified),-4.6,-4.1,0.6,4.2,-1.0,-0.1,0.9,7.8,-7.3
CCCOc1c(Cl)cc(C(=O)NC)cc1OC,4.0,0.1,2.0,8.8,3.8,0.1,3.6,-4.8,-4.9
CCN(C(=O)COC(=O)c1cccc(S(=O)(=O)N(CC)CC)c1)C1CCS(=O)(=O)C1 (stereo unspecified),3.0,-0.7,-7.2,-3.2,-5.5,0.1,-9.0,35.1,-6.0
CCOCCn1c(=NC(=O)c2ccc(S(=O)(=O)N3CCOCC3)cc2)sc2cc(S(N)(=O)=O)ccc21,1.3,7.3,4.5,8.7,-0.8,-0.2,2.8,2.6,19.2
CCOc1ccc(S(=O)(=O)N2CCN(C(=S)NCc3ccccc3)CC2)cc1,-0.2,0.0,5.8,0.8,3.1,0.1,-5.3,2.4,2.8
CCC(C(=O)NC1CCCC1)N(C(=O)Cn1nnc(-c2ccc(C)o2)n1)c1cccc(O)c1 (stereo unspecified),6.1,-5.6,2.2,5.6,3.5,0.2,2.8,-5.0,-0.5
O=C(CN1CCN(Cc2ccccc2)CC1)N/N=C/c1ccc(Br)s1,-0.4,-0.6,1.4,-5.8,-1.7,0.0,7.8,1.7,-3.1

# Sorted by length of the SMILES (smallest number first): 3 of the compounds above.
SMILES,TPT1 inhibitor,CTSL1 counter,PP5 primary,procasp7 counter,PP1 counter,Efflux pump inh,procasp3 activ,JMJD2C inh,HCV core dimer
COc1ccc(C(CNC(=O)COc2ccccc2C)N2CCOCC2)cc1 (stereo unspecified),-3.1,-0.9,-0.7,7.3,-3.6,-0.1,10.4,-26.0,-2.5
O=C(c1cc2ccccc2oc1=O)N1CCN(C(=O)C2CCCO2)CC1 (stereo unspecified),0.7,0.3,-1.8,8.6,2.0,-0.1,4.0,-11.8,3.7
CCOc1ccc(S(=O)(=O)N2CCN(C(=S)NCc3ccccc3)CC2)cc1,-0.2,0.0,5.8,0.8,3.1,0.1,-5.3,2.4,2.8

# Following part
SMILES,TPT1 inhibitor,CTSL1 counter,PP5 primary,procasp7 counter,PP1 counter,Efflux pump inh,procasp3 activ,JMJD2C inh,HCV core dimer
O=C(Cc1cccs1)Nc1nnc(SCc2cccc3ccccc23)s1,2.4,3.2,-0.1,2.2,13.3,-0.1,6.5,-5.4,39.5
Cc1cccc(Sc2nc(-c3ccccc3)ccc2C#N)c1,-0.4,-0.3,2.5,4.0,0.9,-0.1,7.7,3.6,6.5
CC1(C)CC(=O)C=C(C(=O)N2CCCC(C(=O)c3cccc(Cl)c3)C2)O1 (stereo unspecified),0.2,1.7,-0.8,-5.5,0.5,0.0,1.4,0.4,3.8
S=C1NC2CCCCC2N1 (stereo unspecified),-2.5,2.0,0.1,1.7,-4.9,0.0,-3.5,0.1,-0.3
Cc1ccnc(NC(=O)C2COc3ccccc3O2)c1 (stereo unspecified),-0.7,-2.0,0.0,15.6,-4.1,0.0,7.2,-11.6,1.3
CCC(CC)C(=O)Nc1cc(C)c2c(=O)oc3ccccc3c2n1,-2.0,12.0,-3.9,2.2,6.8,0.1,-3.0,-13.5,5.4
O=C(CC1CCCC1)N1CCN(S(=O)(=O)c2ccccc2)CC1,/,/,2.1,6.4,-2.7,0.1,-0.7,0.4,/
C=CCSc1nc(NC)c2sccc2n1,-4.1,-3.4,0.0,15.1,0.3,-0.1,0.6,4.3,-5.1
COc1cccc(NC(=O)n2ncc3c(C)cccc32)c1,-1.3,0.8,1.6,-7.1,-2.2,-0.2,5.3,4.8,-2.3
COC(=O)c1c(NC(=O)c2ccco2)sc2c1C(C(=O)OC)CC2 (stereo unspecified),-2.9,5.2,1.9,0.9,-2.9,-0.1,-6.0,1.7,1.5
O=C1COc2ccc(N3C(=O)c4ccccc4C3=O)cc2N1,-2.8,-0.8,-0.6,9.3,-8.2,-0.1,0.6,1.4,1.4
Cc1ccc(-n2cc3c(-c4cccc(Br)c4)nnc(C)c3n2)cc1,4.2,0.0,3.4,-6.4,8.9,0.0,-1.6,7.1,6.7
COc1ccc(Nc2ncccc2C(=O)O)cc1,-2.3,-0.9,3.5,-13.3,-2.4,0.1,3.3,9.3,-5.8
COc1ccc(OC)c(NC(=S)NCC(c2cccnc2)N2CCOCC2)c1 (stereo unspecified),-0.8,3.3,-1.1,-1.8,-3.5,0.1,-7.2,-3.4,7.0
COc1cc(C(=O)NNC(=O)COc2cccc(F)c2)ccc1OCC(=O)N1CCOCC1,/,/,-0.7,1.7,-2.6,0.0,6.3,-4.5,/
C=CCSc1n[nH]c(-c2ccc(OCCC)cc2)n1,-0.9,2.2,0.5,-0.5,-4.0,0.1,-3.0,8.8,-0.1
CCOc1cc(/C=C2/NC(=O)N(CC(=O)Nc3cccc(C)c3)C2=O)ccc1O,-2.9,6.4,2.0,2.1,-1.5,0.1,3.3,7.6,-9.8
COc1cccc(OC)c1C(=O)Nc1nnc(C(C)C)s1,0.0,-1.1,-0.8,-7.2,1.8,0.0,1.9,163.3,1.9
COc1cccc(NC(=O)CN(C)CC(=O)Nc2cccc(C(F)(F)F)c2)c1,-0.1,2.0,4.5,5.2,2.5,-0.3,1.9,0.5,-0.1

# Screening results from PubChem.
